Screening data as filed in PubChem BioAssay.
HepG2 tox = qHTS for Inhibitors of TGF-b: Cytotox Counterscreen; HepG2 CAGA-GFP viability, ATP luminescence, 18 h; Potency, µM (highest dose often 46.1 µM), without a hit: at the top dose activity change, negative = cytotoxicity, hits mostly cytotoxic; hit rate 0.76% among 410,000; further: potency means the concentration at half of the fitted maximal effect; some results filed as inactive show a strong effect at the top dose
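CellTiter-Glo luminescence gave cytotoxicity after 18 hours at 37 degrees C. The cells were HepG2 CAGA-GFP in 1% FBS DMEM, stimulated with 500 pg/mL TGF-beta after compound addition. %Activity was normalised to no-cell wells (complete cell-killing) and DMSO (no toxicity), and curves were fitted and classified.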
A549 viability = Nrf2 qHTS screen for inhibitors: counterscreen for cytotoxicity | A549 ARE-Fluc cells, CellTiter-Fluor viability, 18-24 h | Potency, µM (top dose mostly 46 µM), for inactives: top-dose activity change, negative = cytotoxicity, hits mostly inhibitors | hit rate 0.16% among 390,000; further: potency means the concentration at half of the fitted maximal effect; on the % scale 0 is the no-effect control and ±100 the full control effect
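A549 ARE_Fluc cells in 5% FBS OPTI-MEM were exposed to compounds in concentration-response for 18-24 h at 37 deg C. Viability was read by CellTiter-Fluor fluorescence (Ex 405/Em 525) after 30 min, before the luciferase read.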
S2 tox = Viability Counterscreen for Primary qHTS for Inhibitors of ATXN expression | S2 cells (HEK-293 line with an ATXN2-luciferase reporter) viability, CellTiter-Fluor protease fluorescence, 24 h | Potency, µM (top dose mostly 56.7 µM), actives largely listed as cytotoxic | hit rate 0.49% among 400,000; further: potency means the concentration at half of the fitted maximal effect; nearly all actives have a fitted effect of over 40% in size
IL-2 act = qHTS of IL-2 Activators | IL-2 activation reporter assay, cell-based qHTS; stimulated with anti-CD3/CD4/CD28 beads; in transgenic mouse T cells | activation, % (series mostly up to about 46 µM) | hit rate 0.065% among 360,000 | AID 652025, 2013; in the data active means activation above about 50%; inconclusive means mostly about 30% to 49%; further: 0% is about no effect
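First, unstimulated transgenic mouse T cells were exposed to compound for 60 min. Next, anti-CD3/anti-CD4-coated beads with anti-CD28 were added. Finally, after 18 h at 37 degrees C, EGFP and DsRed were imaged.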
ATXN2 expr inh = Primary qHTS for Inhibitors of ATXN expression; hit rate 0.72% among 360,000; HEK-293 ATXN2-luciferase reporter, luminescence, 24 h; Potency, µM (doses to about 57 µM), for the others: at the top dose activity change, negative = inhibition, actives largely listed as inhibitors; further: potency means the concentration at half of the fitted maximal effect; on the % scale 0 is the no-effect control and ±100 the full control effect; nearly all actives have a fitted effect of over 55% in size
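ATXN2-luciferase reporter cells (luciferase flanked by upstream and downstream ATXN2 gene portions) were treated 24 h at 37 °C with compounds at up to 57 uM. SteadyGlo luminescence gave expression; GF-AFC fluorescence gave viability.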
TGFb inhibitor = qHTS for Inhibitors of TGF-b; HepG2 CAGA-GFP TGF-b/SMAD3 reporter, GFP fluorescence, 18 h; TGF-beta stimulated, 500 pg/mL final; Potency, µM (highest dose often 46.1 µM), without a hit: top-dose activity, negative = inhibition, usual class: inhibitors; hit rate 1.2% among 410,000; AID 588855, 2011; further: potency means the concentration at half of the fitted maximal effect; on the % scale 0 is the no-effect control and ±100 the full control effect; nearly all actives have a fitted effect of over 65% in size
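Inhibition of TGF-beta-driven CAGA-GFP reporter expression in HEPG2 cells is measured by cellular GFP fluorescence after 18 h stimulation with 500 pg/mL recombinant TGF-beta in 1% FBS medium at 37 degrees C.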
EPAC2 ag = qHTS for Agonist of cAMP-regulated guanine nucleotide exchange factor 4 (EPAC2): primary screen | Rap guanine nucleotide exchange factor 4 (Homo sapiens), Q8WZA2 | EPAC2 activation, biochemical qHTS; response scale: 100% = 6.5 mM cAMP response | Potency, µM (top dose mostly 154 µM), for the others: top-dose activation, usual class: activators | hit rate 0.079% among 360,000; further: potency means the concentration at half of the fitted maximal effect; nearly all actives have a fitted effect of over 50% in size
Target sequence (Q8WZA2 whole entry, looked up): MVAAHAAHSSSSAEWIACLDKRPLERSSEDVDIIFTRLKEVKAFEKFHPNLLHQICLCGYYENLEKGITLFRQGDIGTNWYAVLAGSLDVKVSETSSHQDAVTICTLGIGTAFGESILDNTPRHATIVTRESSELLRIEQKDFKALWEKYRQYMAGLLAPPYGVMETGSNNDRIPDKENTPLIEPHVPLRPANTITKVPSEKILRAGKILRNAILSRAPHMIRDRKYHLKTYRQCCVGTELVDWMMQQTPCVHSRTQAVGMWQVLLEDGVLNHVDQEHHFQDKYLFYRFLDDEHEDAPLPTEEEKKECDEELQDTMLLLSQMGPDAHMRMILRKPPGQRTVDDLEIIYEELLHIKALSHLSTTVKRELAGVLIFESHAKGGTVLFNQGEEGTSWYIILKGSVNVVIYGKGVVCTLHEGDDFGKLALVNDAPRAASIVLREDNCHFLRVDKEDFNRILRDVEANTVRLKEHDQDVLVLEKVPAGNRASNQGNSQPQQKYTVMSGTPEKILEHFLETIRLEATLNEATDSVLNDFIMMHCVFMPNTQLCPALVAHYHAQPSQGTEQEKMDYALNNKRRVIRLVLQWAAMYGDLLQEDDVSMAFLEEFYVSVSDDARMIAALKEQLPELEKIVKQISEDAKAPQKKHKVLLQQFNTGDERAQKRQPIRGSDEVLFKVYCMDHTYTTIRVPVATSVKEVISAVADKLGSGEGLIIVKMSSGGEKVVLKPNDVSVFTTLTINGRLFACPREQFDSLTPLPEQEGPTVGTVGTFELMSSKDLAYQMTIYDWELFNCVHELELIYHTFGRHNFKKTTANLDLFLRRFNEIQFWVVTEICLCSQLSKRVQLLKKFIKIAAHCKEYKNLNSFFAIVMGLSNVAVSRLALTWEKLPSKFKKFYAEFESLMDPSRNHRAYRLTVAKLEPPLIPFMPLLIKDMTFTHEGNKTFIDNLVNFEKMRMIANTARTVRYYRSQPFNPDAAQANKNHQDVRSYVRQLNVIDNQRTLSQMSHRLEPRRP
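Exchange assay: 100 nM EPAC2 with 250 nM Rap1B-BODIPY-GDP and 50 uM GDP. Fluorescence (ex 480/em 540 nm) read every 5 min for 30 min at room temperature. Data normalized to 6.5 mM cAMP as agonist control.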
Nrf2 ARE act = qHTS of Nrf2 Activators | hit rate 0.31% among 410,000 | Potency, µM (highest dose often 46.1 µM), without a hit: at the top dose activation, actives largely listed as activators | AREc32 ARE-luciferase reporter (MCF7-derived line), luminescence, 24 h; further: potency means the concentration at half of the fitted maximal effect; % of control where 0% means no effect; nearly all actives have a fitted effect of over 65% in size
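Luciferase luminescence (Steady-Glo, 30 min at room temperature) served as the read-out of ARE activation in AREc32 cells treated with compounds for 24 hr at 37 deg C.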
Nrf2 inh = Nrf2 qHTS screen for inhibitors | A549 ARE-Fluc reporter, luciferase luminescence, 18-24 h | hit rate 2.1% among 360,000 | AID 504444, 2011 | Potency, µM (series often up to 46 µM), without a hit: at the top dose activity change, negative = inhibition, hits mostly inhibitors; further: potency means the concentration at half of the fitted maximal effect; on the % scale 0 is the no-effect control and ±100 the full control effect; nearly all actives have a fitted effect of over 60% in size
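A549 ARE_Fluc cells, 5000/well, 5% FBS OPTI-MEM; compounds in dose-response, 18-24 h at 37 °C/5% CO2; CellTiter-Fluor viability read (Ex 405/Em 525), then BugLite luciferase luminescence = Nrf2 activity.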
* = called active by the depositor; i = inactive; u = inconclusive; x = not tested or not shown; [ ] = dose if it differs, or a comment. Unless noted, the call rests on the fitted dose curve; in most records, active means well fitted curve in the direction sought with a large enough effect; inconclusive means small, poorly fitted or top-dose-only effect, or another doubt; inactive means no such curve, though single readings can be large; an effect the other way counts as inactive or inconclusive.

Order of values – HepG2 tox | A549 viability | S2 tox | IL-2 act | ATXN2 expr inh | TGFb inhibitor | EPAC2 ag | Nrf2 ARE act | Nrf2 inh
(1) CC(=O)Nc1c(F)cc(Br)cc1F
    -51% | 0% | i | 1.0 | -18% | -1% | 3% | -0.3% | -6%
(2) CCc1nc2ccc(C(=O)Nc3ccc(Cl)c(Cl)c3)cn2c1N(C)Cc1ccc(OC)cc1
    -44% | x | x | -0.7 | u | 11µM* | 9% | -0.3% | x
(3) Cc1cc(Nc2cccc(Cl)c2)nc2ccc(NC(=O)Cc3ccc(Cl)cc3)cc12
    -44% | u | i | x | u | u | x | -1.7% | 23µM*
(4) O=C1c2cccc(Cl)c2C(=O)N1c1ccccn1
    -44% | 3% | i | -4.5 | -4% | 0% | -1% | 0.0% | u
(5) Cc1ccc(N(C)C(=O)c2ccc3c(Cl)c4c(nc3c2)CCC4)cc1C
    -96% | u | u | -2.6 | 13% | u | 0% | 6.0% | -75%
(6) COCCN(C(=O)CC1CCCC1)c1c(N)n(CC(C)C)c(=O)[nH]c1=O
    10% | -1% | u | -4.6 | 8% | -2% | -4% | -0.3% | 2%
(7) Cc1ccc2cccc(CC(=O)NN)c2c1
    3% | x | i | -0.7 | x | 4% | 0% | -0.8% | x
(8) O=C(NNS(=O)(=O)c1ccccc1)c1cccc(F)c1
    -2% | -3% | i | 0.8 | x | -10% | 3% | -1.0% | u
(9) COC(=O)c1cccc(NC(=S)NCc2ccco2)c1
    4% | -11% | i | 2.3 | -2%[11.3 µM] | 3% | 19% | 3.4% | -24%
(10) CCN(CC)C(=O)CSc1nc2c(sc(=S)n2Cc2ccco2)c(=O)n1-c1ccccc1
    6% | -13% | i | -1.2 | 4% | -15% | -11% | 2.3% | u
(11) CCc1cc2c(SCC(=O)c3ccccc3)ncnc2s1
    -49% | 0% | i | 0.8 | 43%[activator] | -5% | 6% | 2.5% | u
(12) COc1ccc(CNC(=O)c2cn(-c3cccc(OC)c3)c(=O)c3ccccc23)cc1
    -1% | 3% | x | x | x | -4% | x | -0.2% | 19%
(13) O=C(Nc1ccccc1)c1ccc(Cl)c(S(=O)(=O)Nc2ccccc2)c1
    -24% | -11% | u | x | 0% | -24% | x | 11% | u
(14) CC(NC(=O)NC1CCCCC1)C(c1cccs1)N1CCN(C)CC1 (stereo not given)
    -1% | -1% | i | -1.9 | 10% | -13% | 7% | -0.6% | 17%
(15) COc1cc(C(=O)Nc2ccc3c(c2)Cc2ccccc2-3)cc(OC)c1OC
    -15% | 4% | u | -1.4 | x | -10% | 7% | -0.9% | -15%
(16) CC(=O)N1c2ccc(S(=O)(=O)NCc3ccco3)cc2CC1C (stereo not given)
    -1% | -3% | i | 0.1 | x | 4% | 3% | -0.2% | -3%
(17) Cc1c(C(=O)NCc2ccccc2)oc2ccc(S(=O)(=O)N3CCCC3)cc12
    -31% | u | i | -1.9 | -10% | 1% | 7% | 1.7% | -11%
(18) Cc1ccc(S(=O)(=O)N2C[C@H]3[C@H]4C(=O)N(c5ccccc5)C(=O)[C@H]4CC(=O)[C@H]3[C@@H]2c2ccc(Cl)cc2)cc1
    -16% | x | i | -0.4 | 12% | -15% | 18% | -0.7% | x
(19) Nc1c(S(=O)(=O)c2ccccc2)cnc2c(-c3ccc(F)cc3)cnn12
    -15% | 3% | i | 3.1 | -6% | 7% | 12% | 0.3% | u
(20) COc1ccc(CC(=O)N(C)Cc2ccc(C(C)(C)C)cc2)cc1S(=O)(=O)N1CCOCC1
    -6% | -11% | i | -2.4 | -2% | -3% | 1% | 0.3% | u
(21) O=C(c1ccc2c(c1)N(Cc1ccccc1Cl)C(=O)c1ccccc1S2)N1CCCC1
    -16% | -5% | x | x | x | -27% | x | 4.7% | x
(22) COc1cc(S(=O)(=O)N2CCOCC2)ccc1NC(=O)COC(=O)/C=C/c1cc(OC)c(OC)c(OC)c1
    -14% | -4% | i | -0.3 | 16% | 5% | 0% | 7.4% | -1%
(23) Cn1c(=O)c2c(ncn2CC(O)CNc2cccc(Cl)c2)n(C)c1=O (stereo not given)
    -16% | -1% | i | 0.1 | -14% | 0% | -15% | 0.2% | u
(24) COC(=O)c1c(-n2c(C)cc(C=O)c2C)sc2c1CCCC2
    1% | 2% | u | 1.7 | u | -4% | 10% | 0.2% | -16%
(25) Cc1cccc(NC2(C(F)(F)F)N=C(c3ccccc3)NC2=O)n1 (stereo not given)
    -70% | -8% | i | -2.5 | -5% | 4% | 0% | -0.8% | x
(26) CC1(C)C[C@H]2C3=CCC4[C@@]5(C)CC[C@H](O)[C@](C)(CO)C5CC[C@@]4(C)[C@]3(C)C[C@@H](O)[C@@]2(CO)[C@@H](O)[C@@H]1O (stereo not given in full)
    -16% | -5% | i | -0.6 | -5% | -2% | 10% | -0.5% | 1%
(27) O=C(O)C1CCCN1c1ncnc2c1oc1ccccc12 (stereo not given)
    -11% | -2% | i | -0.1 | 55%[activator] | 2% | 4% | 0.1% | u
(28) O=C(CN1CCC(c2nc3ccccc3s2)CC1)N1CCCCC1
    -16% | 9% | i | 1.6 | x | -25% | 5% | 3.7% | 8%
(29) COc1ccc(-c2csc(Nc3cc(C)ccn3)n2)cc1OC
    -10% | -20% | i | -0.6 | 46%[activator] | u | 19% | 4.5% | u
(30) CC(=O)Nc1ccc2nc(NC(=O)COc3ccc([N+](=O)[O-])cc3)sc2c1
    -12% | 4% | i | -0.8 | -18% | -23% | 20% | 0.5% | 0%

(continued)
Order of values – HepG2 tox | A549 viability | S2 tox | IL-2 act | ATXN2 expr inh | TGFb inhibitor | EPAC2 ag | Nrf2 ARE act | Nrf2 inh
(31) O=[N+]([O-])c1cc(-c2n(-c3ccccn3)c3ccccc3[n+]2-c2ccccn2)ccc1Cl
    -18% | 4% | i | 2.6 | u | -18% | 6% | 25% | 14%
(32) Cc1cc2c(c(=O)n1Cc1cccnc1)C(Cc1ccccc1)C(C#N)=C(N)O2 (stereo not given)
    3% | -18% | i | -0.3 | -6% | 3% | 2% | 0.2% | -16%
(33) O=C(CCN1C(=O)/C(=C\C=C\c2ccccc2)SC1=S)Nc1ccccc1C(=O)O
    -11% | -4% | u | -0.6 | 25% | -8% | 8% | 9.0% | u
(34) COc1ccc(-c2cc(C(F)(F)F)nc(S(=O)(=O)CCCC(=O)Nc3ccccc3C(F)(F)F)n2)cc1OC
    -3% | 3% | x | x | x | 2.8µM* | x | u | 6%[9.27 µM]
(35) O=C(NNC(=O)c1ccc(Cl)c(Cl)c1)c1ccncc1
    4.5µM* | 5% | i | -1.3 | 6% | -28% | 3% | 0.2% | 18%
(36) COc1ccc(-c2cc(C(=O)N3CCOCC3)c3ccccc3n2)cc1OC
    0% | 3% | i | -0.4 | 5% | -1% | -1% | 4.8% | 17%
(37) Cn1c(=O)cc(OCCCC(=O)N2CCN(c3ccccc3)CC2)c2ccccc21
    -3% | 15% | i | -0.3 | 26% | 23% | 3% | 13% | u
(38) CC1(C)Cc2cccc(OCC(=O)NCCc3ccccc3)c2O1
    -27% | -7% | i | -6.6 | 15% | -13% | -1% | 3.0% | 15%
(39) CCn1ccnc1CN(C)Cc1cn(-c2ccc(C)cc2)nc1-c1ccc(F)cc1
    -35% | u | u | -3.6 | x | u | 0% | 2.8% | u
(40) CCC(C)(C)NC(=O)c1ccc(Br)o1
    6% | -3% | i | -2.9 | 3% | -3% | -1% | -0.6% | -11%
(41) COc1ccc(-c2ccc(CNCCCN3CCOCC3)o2)cc1Cl
    -13% | 1% | i | -0.2 | -19%[11.3 µM] | 5% | -5% | 0.8% | 1%
(42) CCn1cc(S(=O)(=O)CC(=O)Nc2cccc(C)c2)c2ccccc21
    -4% | 1% | i | 0.0 | 27% | -2% | 0% | -0.1% | 12%
(43) COc1ccc(/C=N/NC(=O)C2C(C=C(Cl)Cl)C2(C)C)c(OC)c1 (stereo not given)
    -19% | -2% | i | -3.1 | 2% | -21% | -5% | 0.4% | -26%
(44) CC(=O)Nc1ccc(CN2CCc3c([nH]c4ccccc34)C2c2ccccn2)cc1 (stereo not given)
    -11% | -4% | i | -3.1 | 2% | -24% | 8% | 0.4% | u
(45) COc1ccc(-c2cc3ccc(OCC(N)=O)cc3oc2=O)cc1OC
    -1% | 2% | i | 0.6 | x | 0% | 1% | 0.0% | -9%
(46) Cc1ccc2nc(C)cc(OCC(=O)O)c2c1
    1% | 1% | i | -0.4 | -9% | -15% | -1% | 0.3% | 1%
(47) COC(=O)c1ccccc1S(=O)(=O)N1CCC(C(=O)OCC(=O)c2ccccc2OC)CC1
    -2% | -5% | i | -7.0 | -1% | 0% | -5% | -0.5% | 19%
(48) Nc1nc2sc3c(c2cc1C(=O)N1CCOCC1)CCCC3
    30% | -5% | i | 0.4 | 16% | 32%[activator] | -83%[15.6 µM] | 0.5% | 9%
(49) O=C(CCNS(=O)(=O)c1ccccc1)OCc1ccc([N+](=O)[O-])cc1
    8% | x | i | -0.7 | x | -8% | 12% | -0.7% | x
(50) COc1ccc(NC2CCCN(C(=O)c3ccc4[nH]c(C)c(C)c4c3)C2)cc1OC (stereo not given)
    1% | 0% | u | -3.0 | -16% | 11% | 6% | 1.9% | 4%
(51) CCSC1=NCCN1S(=O)(=O)c1ccc(F)cc1
    -5% | 8% | i | 1.4 | 7% | 0% | 2% | -0.4% | -16%
